# Screening results: PubChem, National Center for Advancing Translational Sciences (NCATS)
# Menin MLL FP TR: menin-MLL binding inhibition, Texas Red mutant peptide. AID 1768. Potency, µM (doses to about 61.6 µM), inactives show at the highest dose FP activity change, negative = inhibition, most hits filed as inhibitors. actives 0.23% (n = 270,000). Menin + Texas Red MLL mutant peptide, fluorescence polarization; active = well fitted inhibition curve with a large enough effect in the polarisation, with a control signal flat, not every such curve was filed as active; inconclusive = small, poorly fitted or top-dose-only effect, or effect the other way, or a change in a side signal; inactive = no such curve, though single readings can be large or run the other way; the % refers to the polarisation; note: potency is the fitted concentration of half-maximal effect; % of control where 0% means no effect; many of its hits are not listed in these tables
# FLuc modulator: counter-screen for miR-21 project: firefly luciferase inhibitors or activators | P08659 | purified FLuc, Km substrates, luminescence inhibition | Potency, µM (highest dose often 57.5 µM), for inactives: top-dose activity change, negative = inhibition, usual class: inhibitors | actives 6.9% (n = 360,000);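 note: potency is the fitted concentration of half-maximal effect; plate controls were vehicle for no effect and reference inhibitor for full effect; nearly all actives have a fitted effect of over 55% in size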
#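 Purified P. pyralis luciferase, 10 nM final, with Km-level 10 uM D-luciferin and 10 uM ATP in 50 mM Tris acetate pH 7.5, 10 mM Mg acetate, 0.01% Tween-20, 0.05% BSA; 6-point qHTS titration about 60 µM downward; luminescence read.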
# NPC1 prom act: activates the NPC1 promoter; AID 485313; actives 2.4% (n = 320,000); Potency, µM (doses to about 9.22 µM), without a hit: top-dose activation, hits mostly activators; Huh7 NPC1 promoter luciferase reporter, 24 h;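 note: potency is the fitted concentration of half-maximal effect; % of control where 0% means no effect; nearly all actives have a fitted effect of over 60% in size; reporter is driven by a mutant NPC1 promoter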
#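 Luciferase expression driven by the NPC1 promoter was measured in stably transfected Huh7 cells after a 24 h compound incubation, using a luciferase reagent and a luminescence read.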
# Rab9 prom act: activates the Rab9 promoter | Huh7 Rab9 promoter-luciferase reporter, luminescence, 24 h | Potency, µM (doses to about 9.22 µM), for inactives: top-dose activation, negative = inhibition, most hits filed as activators | AID 485297 | actives 2.8% (n = 320,000); note: potency is the fitted concentration of half-maximal effect; % of control where 0% means no effect; nearly all actives have a fitted effect of over 60% in size
#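 Huh7 cells stably carrying a Rab9 promoter-luciferase reporter, 1500 cells per well in OP-MEM I with 10% FBS, treated with compound 24 hours at 37C. Luciferase activity read by luminescence after 10 minutes with Amplite reagent.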
# KCNH2 3.1 inh: KCNH2 3.1 (human) potassium channel inhibition; actives 0.95% (n = 340,000); AID 720553; activity change, % (tested at about 1.8 µM); U2OS KCNH2 3.1, thallium flux FluxOr; hits give low values;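 active = maximum activity change below -70%; inconclusive = maximum activity change from -70% to -50%; inactive = maximum activity change above -50%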;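 note: thallium influx rate constant from kinetic fluorescence after stimulation buffer; % is set by controls: 0 for no effect and ±100 for the full control effect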
#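 Thallium flux via FluxOr fluorescence (Red40 quencher, 45 min loading) in U2OS cells virally expressing the KCNH2 3.1 isoform (1.77 x 10^8 /mL virus, overnight at 37 C). Rate constants from 2-min kinetic reads post-stimulation, normalised to positive and negative controls.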
# Gal4-VP16 FLuc: inhibits Gal4-VP16 luciferase reporter, ROR gamma counter-screen. Drosophila S2 Gal4-VP16 UAS-luciferase, luminescence, 20 h. Potency, µM (titrated, usually from 53.6 µM), for the others: at the top dose activity, negative = inhibition, most hits filed as inhibitors. actives 3.5% (n = 310,000);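 note: Gal4-VP16 expression switched on by copper sulfate through the metallothionein promoter; potency is the fitted concentration of half-maximal effect; % is set by controls: 0 for no effect and ±100 for the full control effect; nearly all actives have a fitted effect of over 50% in size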
# MBNL1-CUG inh: MBNL1-poly(CUG) RNA binding inhibition; actives 0.036% (n = 280,000); TR-FRET MBNL1-His/biotin-(CUG)12 binding, 665/545 ratio; Q9NR56; AID 2675; Potency, µM (top dose mostly 57.5 µM), for the others: at the highest dose activity change, negative = inhibition, hits mostly inhibitors; active = well fitted inhibition curve with a large enough effect in the signal ratio, with a control signal flat, not every such curve was filed as active; inconclusive = small, poorly fitted or top-dose-only effect, or effect the other way, or a change in a side signal; inactive = no such curve, though single readings can be large or run the other way; the % refers to the signal ratio; note: potency is the fitted concentration of half-maximal effect; % is set by controls: 0 for no effect and ±100 for the full control effect
# Target sequence (Q9NR56 whole entry, looked up): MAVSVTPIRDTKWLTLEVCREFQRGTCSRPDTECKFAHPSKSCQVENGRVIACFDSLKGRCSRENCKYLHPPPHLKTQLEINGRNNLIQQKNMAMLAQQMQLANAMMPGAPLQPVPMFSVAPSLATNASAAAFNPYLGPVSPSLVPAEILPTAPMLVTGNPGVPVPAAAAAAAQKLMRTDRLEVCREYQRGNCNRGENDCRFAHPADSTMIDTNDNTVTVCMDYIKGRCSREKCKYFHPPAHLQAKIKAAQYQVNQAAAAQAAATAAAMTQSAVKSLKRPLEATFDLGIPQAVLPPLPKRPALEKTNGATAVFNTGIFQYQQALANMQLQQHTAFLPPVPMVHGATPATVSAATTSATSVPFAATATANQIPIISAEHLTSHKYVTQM
#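 MBNL1-His + Biotin-(CUG)12, cpd titration 92 nM–58 uM; Tb anti-His Ab 0.055 ng/ul, SA-XL665 5 nM (final); 60 min RT; ratiometric 665/545 nm, Ex 340 nm; normalized to buffer and full-complex controls.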
# PKM2 act: PKM2 (human) enzyme activation | purified PKM2, Kinase-Glo ATP luminescence, activation; response scale: 0% is enzyme alone, no compound | Potency, µM (highest dose often 57.5 µM), inactives show at the top dose activation, most hits filed as activators | AID 1631 | actives 0.34% (n = 260,000); note: potency is the fitted concentration of half-maximal effect; % is set by controls: 0 for no effect and ±100 for the full control effect; nearly all actives have a fitted effect of over 55% in size
#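 hPK-M2, >95% pure; 0.1 mM ADP / 0.5 mM PEP final; imidazole pH7.2 buffer w/ 7 mM MgCl2, 50 mM KCl; 1 h RT; Kinase-Glo lum. Intermediate enzyme activity for dual inhibitor/activator qHTS.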
# Mito fusion act: mitochondrial division inhibition or fusion activation | S. cerevisiae fusion-defective mutant growth rescue, CellTiterGlo 48 h | Potency, µM (highest dose often 46.1 µM), for inactives: at the highest dose growth rescue (activation), hits mostly activators | actives 0.23% (n = 320,000);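 note: potency is the fitted concentration of half-maximal effect; % of control where 0% means no effect; nearly all actives have a fitted effect of over 45% in size; temperature-sensitive fusion mutants such as fzo1-1 at 37 °C on non-fermentable ethanol glycerol medium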
#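 Read-out: ATP-based luminescence (CellTiterGlo, 10 min ambient) reporting growth of fusion-defective ts yeast after 48 hours at 37C on glycerol/ethanol YPEG medium in the presence of compound.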
# RORg inh: inhibitors of mouse ROR gamma transcriptional activity; P51450; Drosophila S2 Gal4-RORgamma UAS-luciferase reporter, 20 h; Potency, µM (highest dose often 53.6 µM), for inactives: at the highest dose activity change, negative = inhibition, hits mostly inhibitors; actives 5.4% (n = 310,000); note: potency is the fitted concentration of half-maximal effect; % is set by controls: 0 for no effect and ±100 for the full control effect; nearly all actives have a fitted effect of over 60% in size
# Target sequence (P51450 whole entry, looked up, the tested form may be a part): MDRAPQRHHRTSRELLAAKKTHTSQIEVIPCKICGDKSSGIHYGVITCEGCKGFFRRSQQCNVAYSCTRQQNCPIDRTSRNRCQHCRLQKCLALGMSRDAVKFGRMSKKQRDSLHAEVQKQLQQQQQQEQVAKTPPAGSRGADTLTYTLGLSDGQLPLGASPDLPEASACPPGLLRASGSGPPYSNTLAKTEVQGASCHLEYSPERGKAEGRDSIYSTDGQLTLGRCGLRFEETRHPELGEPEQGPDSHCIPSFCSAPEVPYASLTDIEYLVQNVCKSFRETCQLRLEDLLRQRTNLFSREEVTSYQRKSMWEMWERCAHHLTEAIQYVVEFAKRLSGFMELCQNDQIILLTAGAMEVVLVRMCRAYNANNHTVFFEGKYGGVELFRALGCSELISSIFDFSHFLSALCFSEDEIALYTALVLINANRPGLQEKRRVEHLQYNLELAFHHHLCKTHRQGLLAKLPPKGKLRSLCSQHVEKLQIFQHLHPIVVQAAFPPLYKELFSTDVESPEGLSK
#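 Drosophila S2 cells stably expressing Gal4-DBD/mouse RORγ fusion under metallothionein promoter plus UAS-luciferase; compound 1 h, then 700 uM CuSO4 induction for 20 h at ambient temperature; inhibition read as reduced luminescence.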
# ELG1 DNA repair: blocks ELG1-dependent DNA repair in HEK293T cells; HEK293T ELG1-luciferase reporter, luminescence, 16 h; DNA damage induced by 5-fluorouridine; Potency, µM (doses to about 46.1 µM), without a hit: at the top dose activity change, negative = inhibition, most hits filed as inhibitors; actives 2.3% (n = 330,000); AID 504467; note: potency is the fitted concentration of half-maximal effect; % is set by controls: 0 for no effect and ±100 for the full control effect; nearly all actives have a fitted effect of over 55% in size
#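 5-Fluorouridine DNA damage + compound/DMSO, 2,000 cells/well, 16 h, 37 °C/5% CO2. ONE-Glo, 30 min RT, luminescence. Readout = decrease in reporter signal.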
# The depositor's hits bear a star; ? = inconclusive; . = not tested or not shown; [ ] = remark or other dose. Unless noted, calls come from the whole dose curve; as a rule, active = well fitted curve in the direction sought with a large enough effect; inconclusive = small, poorly fitted or top-dose-only effect, or another doubt; inactive = no such curve, though single readings can be large; an effect the other way counts as inactive or inconclusive. A portion of the library, so the mix of outcomes need not match the whole.
mol | Menin MLL FP TR | FLuc modulator | NPC1 prom act | Rab9 prom act | KCNH2 3.1 inh | Gal4-VP16 FLuc | MBNL1-CUG inh | PKM2 act | Mito fusion act | RORg inh | ELG1 DNA repair
CNC(=S)N/N=C/c1cn(CCOc2ccc(OC)cc2)c2ccccc12 | -5% | 21µM* | -1% | -3% | -10 | 3.2µM* | . | -6% | ? | 2.2µM* | ?
O=C(COc1cc(Cl)ccc1Cl)Nc1nnc(CC(=O)N2CCOCC2)s1 | 2% | 3% | 0% | 16% | 15 | -2% | ? | 1% | 1% | -14% | 22%
CCn1c(SCC(=O)N2CCN(c3ccc(F)cc3)CC2)nnc1-c1ccncc1 | 1% | ? | -6% | -3% | 1 | 0% | 0% | 0% | 1% | 0% | ?
COC(=O)CSc1nc2c(c(=O)n(C)c(=O)n2C)n1CCCc1ccccc1 | -6% | 0% | 2% | 5% | 5 | 26% | -4% | -3% | -3% | 4% | 0%
COc1ccc(CCNc2ncccc2C#N)cc1OC | -5% | ? | ? | ? | 11 | 2% | 0% | 2% | -2% | 31% | ?
CCC(=O)Nc1ccc(S(=O)(=O)Nc2ncccn2)cc1 | 0% | -13% | 0% | -2% | 0 | -5% | -5% | 0% | 1% | -15% | 6%
CCn1nc(C)cc1C(=O)Sc1ccc(Cl)cc1Cl | . | ? | -3% | -11% | 6 | -6% | 4% | 3% | 9% | ? | 12%
O=c1c2cnn(-c3ccccc3)c2ncn1Cc1ccco1 | -19% | 1% | 0% | 0% | 27 | 14% | -2% | 22% | 2% | 12% | -13%
CCCOc1ccc(N2CC(C(=O)NC3=NCCS3)CC2=O)cc1 (stereo unspecified) | -10% | -2% | -5% | 0% | 10 | -3%[10 µM] | 9% | -11% | -5% | -5% | 2%
C/C(CC(=O)NC1CCCC1)=N\NC(=O)C1CCCCC1 | 7% | -2% | -3% | 0% | -22 | -3% | -3% | 3% | -6% | 16µM* | 3%
COc1ccc(C(=O)Nc2ccccc2)cc1NC(=O)c1ccc([N+](=O)[O-])cc1 | ? | -18% | 0% | 1% | -40 | 16% | ? | 4% | 0% | 29% | -24%
Cc1cc(=O)n2[nH]c(C(F)(F)F)c(-c3ccccc3)c2n1 | 3% | 2% | 5% | 6% | 0 | -13% | -10% | . | 2% | -26% | -7%
COc1ccc(-n2c(=O)cc(N3CCN(c4ccccc4F)CC3)[nH]c2=O)cc1 | 0% | 6% | 0% | -3% | -23 | -14% | 3% | 3% | -6% | 2% | 14%
CCn1c(=O)c([N+](=O)[O-])c(NCc2ccc3c(c2)OCO3)c2ccccc21 | . | 1% | -2% | -7% | 4 | -18% | 16% | 0% | -12% | 37% | ?
O=C1N[C@H](Cc2ccccc2)CO1 | . | -2% | -5% | -3% | 0 | . | . | . | -1% | . | ?

# Among those listed so far, these contain an NH in an aromatic ring.
mol | Menin MLL FP TR | FLuc modulator | NPC1 prom act | Rab9 prom act | KCNH2 3.1 inh | Gal4-VP16 FLuc | MBNL1-CUG inh | PKM2 act | Mito fusion act | RORg inh | ELG1 DNA repair
Cc1cc(=O)n2[nH]c(C(F)(F)F)c(-c3ccccc3)c2n1 | 3% | 2% | 5% | 6% | 0 | -13% | -10% | . | 2% | -26% | -7%
COc1ccc(-n2c(=O)cc(N3CCN(c4ccccc4F)CC3)[nH]c2=O)cc1 | 0% | 6% | 0% | -3% | -23 | -14% | 3% | 3% | -6% | 2% | 14%

# Remaining list, next part
mol | Menin MLL FP TR | FLuc modulator | NPC1 prom act | Rab9 prom act | KCNH2 3.1 inh | Gal4-VP16 FLuc | MBNL1-CUG inh | PKM2 act | Mito fusion act | RORg inh | ELG1 DNA repair
CC(=O)n1nc(-c2cccnc2)nc1N | -10% | 6% | 0% | 3% | 5 | -6% | -5% | 1% | 0% | -3% | 0%
CCN(CC)S(=O)(=O)N1CCC(C(=O)NC2CCCc3ccccc32)CC1 (stereo unspecified) | 0% | -3% | 8% | -1% | -4 | -24% | -7% | -18% | -3% | -33% | 16µM*
CNC(=O)C(=O)NCCN1CCN(C(=O)c2ccc([N+](=O)[O-])cc2)CC1 | -5% | -4% | 5% | -12% | 8 | 0% | ? | ? | -1% | -4% | 11%
COc1ccc(Nc2nc(N)nc(CSc3n[nH]c(-c4ccccc4)n3)n2)cc1 | 31%[activator] | ? | -5% | 4% | -13 | -7% | 6% | 5% | 2% | 4% | -23%
CCOc1ccc(CNc2nc3ccccc3n2CCN2CCOCC2)cc1 | -2% | 1% | -3% | -7% | -1 | -6% | 0% | 3% | -3% | -12% | -8%
O=C(Nc1ccc(NC(=O)c2ccco2)nc1)c1ccccn1 | 2% | 6µM* | 0.45µM* | 0.71µM* | -25 | 1.8µM* | -14% | -37% | -6% | ? | ?
Cc1cc(C)c2cc(C(=O)N(C)C3CCN(C)CC3)[nH]c2c1 | . | -3% | -1% | -1% | 3 | -2% | . | 0% | 0% | 4% | ?
CCC(CC)C(=O)Nc1cccc(/C(C)=N/NC(=O)c2ccccc2Cl)c1 | -1% | -8% | 1% | 8% | 13 | -4% | -5% | 17% | 1% | 0% | 10%
CCn1c(SCC(=O)N2CCCCC2C)nc2ccsc2c1=O (stereo unspecified) | -1% | -2% | 0% | -4% | -7 | -4% | -1% | -7% | 9% | 14% | -27%
COc1ccc(CC(NC(C)=O)C(=O)NC2CCN(C(=O)c3cccc(Cl)c3)CC2)cc1OC (stereo unspecified) | 3% | 0% | 2% | 0% | 2 | 0% | -3% | -1% | -2% | 3% | 12%
CCN(C(=O)CSc1nnc(-c2cccs2)n1CC)C1CCS(=O)(=O)C1 (stereo unspecified) | . | 2% | 0% | -7% | -27 | -2% | -7% | -2% | 1% | -2% | -5%
COc1ccc(Nc2nc(Cl)nc(N3CCN(c4ccc(OC)cc4)CC3)n2)cc1 | ? | 3% | -5% | -26% | . | -20% | -6% | -3% | ? | 2% | -4%
Cc1ccc(-n2c(Cc3cccc4ccccc34)n[nH]c2=S)c(C)c1 | ? | -15% | 1% | 11% | -12 | ? | 2% | 7% | 12% | 1.1µM* | -18%
FC(F)(F)c1cc(-c2cccs2)nc2nc(N3CCOCC3)sc12 | -3% | -6% | -5% | -1% | -6 | -2% | 8% | -5% | 1% | 5% | -13%
CCCCOC(=O)C1=C(C)Nc2ncnn2C1c1cccc(OC)c1OC (stereo unspecified) | 11% | 1% | -4% | -4% | -13 | -8% | 0% | 2% | -5% | -38% | 3%
COC(=O)c1ccc(N2C(=O)CC(SCC(=O)Nc3ccc(OC)cc3)C2=O)cc1 (stereo unspecified) | . | -14% | 2% | -3% | 3 | -14% | -2% | -4% | -12% | -35% | 12%
COc1ccc(CCNC(=O)[C@H](C)N2C(=O)N3CCc4c([nH]c5ccccc45)[C@@]3(C)C2=O)cc1OC | -9% | 11% | 0% | -18% | 7 | -9% | 13% | 11% | -2% | 33% | ?
CCOc1ccc(NC(=O)C2CCCN(S(C)(=O)=O)C2)cc1 (stereo unspecified) | 2% | 7% | -6% | 6% | -2 | 5% | -3% | 6% | -1% | 9% | 3%
CCC(C)NC(=O)c1nn(Cc2ccccc2)c(=O)c2ccccc12 (stereo unspecified) | ? | 1% | -3% | 2% | -12 | 10% | 5% | -2% | 0% | 3% | 12%
O=C(Nc1ccccc1)Oc1ccccc1N1CCOCC1 | . | -4% | 9% | 12% | -2 | 24% | . | 3% | 1% | -1% | 26%
COC(=O)c1cc(OC)c(OC)c(OC)c1N | 5% | 2% | -2% | -1% | -16 | 2% | 0% | -1% | -2% | -4% | ?
C/C(=N/NC(=O)c1ccc(Br)s1)c1cccnc1 | 3% | 15µM* | 28% | ? | -5 | 4% | -1% | 1% | 2% | -20% | ?
COc1ccc(C(=O)O)cc1S(=O)(=O)N(C)CCc1ccccn1 | . | 0% | 4% | -7% | -1 | -1% | 3% | -2% | 1% | 16% | 3%
O=C(Cn1cnc2ccccc21)N/N=C/c1cccc([N+](=O)[O-])c1 | -1% | 1% | -3% | 1% | -18 | 3% | ? | -1% | -2% | 2% | 4%
